# From PubChem
# NR2E3 ag-1 – NR2E3 agonists in two-hybrid cells, primary screen, cell-based, luminescence, CHO-S, Gal4-NCOR/VP16-NR2E3 | luciferase | Photoreceptor-specific nuclear receptor (Homo sapiens), Q9Y5X4 | inhibition of corepressor binding, % at 3.98 µM | AID 602229, 2012 | 360,000 compounds, 0.35% hits;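 active = inhibition above the mean of all tested compounds plus 3 SD, cut at about 70% in these data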;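 note: 0% = DMSO with NR2E3 transfected cells and 100% = cells lacking NR2E3 construct; higher means lower luciferase signal from less NR2E3 corepressor binding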
# Target sequence (Q9Y5X4 whole entry, looked up, the tested form may be a part): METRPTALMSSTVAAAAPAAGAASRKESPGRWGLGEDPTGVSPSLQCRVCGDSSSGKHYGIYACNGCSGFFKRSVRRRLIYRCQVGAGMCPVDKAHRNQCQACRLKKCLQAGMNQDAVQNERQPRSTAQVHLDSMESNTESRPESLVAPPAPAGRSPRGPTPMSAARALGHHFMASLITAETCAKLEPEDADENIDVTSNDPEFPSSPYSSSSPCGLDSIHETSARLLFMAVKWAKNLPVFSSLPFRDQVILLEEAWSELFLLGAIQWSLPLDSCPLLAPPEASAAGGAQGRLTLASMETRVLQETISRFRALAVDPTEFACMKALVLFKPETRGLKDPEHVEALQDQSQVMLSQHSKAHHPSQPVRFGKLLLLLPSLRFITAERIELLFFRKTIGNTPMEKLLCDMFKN
# PDI inh – inhibitors of human PDI, primary screen, biochemical, turbidity, single point, plate reader | 350,000 compounds, 0.052% hits | PDI insulin aggregation turbidity, A650, 90 min | Protein disulfide-isomerase (Homo sapiens), P07237 | inhibition, % at 10 µM;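 active = mean inhibition across replicates of 30% or more, whatever share of single replicates reach that level; inconclusive = mean inhibition below 30% while every single replicate reaches 30%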;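 note: absorbance from insulin aggregation driven by PDI reduction with DTT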
# Target sequence (P07237 whole entry, looked up): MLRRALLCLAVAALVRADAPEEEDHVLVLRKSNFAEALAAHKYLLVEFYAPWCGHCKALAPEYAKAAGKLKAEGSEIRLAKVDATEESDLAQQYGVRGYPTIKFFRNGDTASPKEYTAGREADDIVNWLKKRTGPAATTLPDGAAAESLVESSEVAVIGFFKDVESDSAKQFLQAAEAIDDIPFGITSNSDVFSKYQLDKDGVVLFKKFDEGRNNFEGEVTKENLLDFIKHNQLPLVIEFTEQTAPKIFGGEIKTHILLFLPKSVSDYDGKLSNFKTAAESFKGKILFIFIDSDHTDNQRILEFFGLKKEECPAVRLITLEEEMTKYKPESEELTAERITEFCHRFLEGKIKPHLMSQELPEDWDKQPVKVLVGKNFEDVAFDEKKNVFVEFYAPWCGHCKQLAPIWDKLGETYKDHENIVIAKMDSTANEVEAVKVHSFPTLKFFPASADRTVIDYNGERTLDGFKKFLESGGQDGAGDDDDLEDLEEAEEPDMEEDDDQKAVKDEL
# CaV13 ICDI inh – Primary screen for inhibitors of IQ motif and Ca2+-dependent inactivation inhibitor domain binding in CACNA1D, Förster resonance energy transfer in living cells, …. HEK cells, CFP/YFP FRET ICDI-IQ, plate reader, 10 min; percent FRET-ratio fall versus neutral wells. inhibition, % at 12.3 µM. 340,000 compounds, 0.098% hits. AID 743397;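 active = mean replicate inhibition of at least 30% and at least 1% of replicates passing that level; inconclusive = only one of the two criteria is met; inactive = neither criterion is met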;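 note: 0% = median of the neutral control wells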
# hiPSC survival – enhancers of single-cell hiPSC survival, primary screen, ATPlite luminescence; 100% = ROCK inhibitor wells, 0% = DMSO; survival enhancement, % at 20 µM; 360,000 compounds, 0.044% hits; in the data active = survival enhancement above about 18%;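 note: cells exposed to compounds for 16 hours before the ATP read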
# Vif inh – HIV Vif self-association inhibitors, primary screen, imaging, HEK293T, single point. HEK293T cells, Vif self-association by quenched fluorescence, 24 h. inhibition, % at 7.49 µM. 340,000 compounds, 0.35% hits. AID 602346, 2012; in the data active = inhibition above about 50%, passing the limit was not always enough; inconclusive = no clear call, values can overlap the other calls; inactive = below about 31%; note: some results filed as inactive read as strong as hits
# Peg3 prom inh – Peg3 promoter-driven luciferase inhibitors, primary screen, cell-based, HeLa, luciferase luminescence; HeLa PEG-Prom luciferase reporter, overnight; 360,000 compounds, 1.7% hits; AID 588405, 2011; inhibition, % at 20 µM;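 active = inhibition of at least 50% at 20 µM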
# HIF-2a block – HIF-2a reporter inhibitors, primary screen, luminescence, 786-0 RCC cells; inhibition, % at 18.8 µM; 786-0 RCC cells HIF-2a reporter, luciferase luminescence, overnight; 360,000 compounds, 0.72% hits;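 active = inhibition of the luminescence signal of 40% or more relative to plate controls, in a single-dose primary screen at 18.75 µM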
# NR2E3 ag-2 – inhibitors of NR2E3-RetCOR corepressor binding, primary screen, NR2E3 agonist project, biochemical, TR-FRET, GST-NR2E3, biotin-RetCOR; Photoreceptor-specific nuclear receptor (Homo sapiens), Q9Y5X4; 1536-well; inhibition of corepressor binding, % at 4.78 µM; 320,000 compounds, 0.12% hits; AID 2300, 2010;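 active = percent inhibition above the cutoff of mean plus 3 SD of all tested compounds, set per screening campaign, cut at about 20% in these data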;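 note: 0% = DMSO wells and 100% = biotin wells as full block of FRET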
#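 Material – GST-tagged NR2E3 plus biotinylated RetCOR corepressor · Quantity – NR2E3 fusion 1.35 nM · Times – 5 h incubation at 4 °C · Medium – pH 7.5 Tris-based buffer · Technique – TR-FRET, Eu(K)-anti-GST donor, streptavidin-D2 acceptor, ex 340, em 617/671 nm · Benchmarks – high control biotin, low control 0.6% DMSO · Format – 1536-well plates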
# Exocytosis inh – LAMP-1 surface exposure blockers, TALL-104 cells – cell-based, flow cytometry, MLPCN library, primary screen | 360,000 compounds, 0.66% hits | inhibition, % at 10 µM | TALL-104 LAMP-1 surface exposure; cells stimulated with thapsigargin and PMA;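 active = inhibition above about 55%, limit read from the data; inconclusive = no clear call, values can overlap the other calls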
# TRPM1 prom inh – inhibitors of MITF-dependent TRPM1 promoter reporter, primary screen, cell-based, SK-MEL-5, single point, luciferase | inhibition, % at 12.5 µM | SK-MEL-5 TRPM1 promoter luciferase, 24 h | 330,000 compounds, 0.83% hits;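 active = mean inhibition across replicates of 60% or more, whatever share of single replicates reaches that level; inconclusive = some that reach 60%, reason not given; inactive = mean inhibition across replicates below 60%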; note: values of inactives mirror those of a sister screen read the other way
# aDG glyco act – activators of alpha-DG glycosylation, primary screen, uHTS, Pro5-aDG cells, AlphaScreen | alpha-DG glycosylation AlphaScreen (IIH6); 0% Pro5, 100% B10-LARGE cell signal | activation, % at 10 µM | 360,000 compounds, 0.22% hits;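 active = activation of at least 8% versus controls, or a plate z-score of at least 8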;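 note: Pro5 are CHO cells carrying HIG-tagged alpha-DG that lacks glycosylation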
# * hit, by the source's call; ? = inconclusive; / = not tested or not shown.
# Values in the order – NR2E3 ag-1	PDI inh	CaV13 ICDI inh	hiPSC survival	Vif inh	Peg3 prom inh	HIF-2a block	NR2E3 ag-2	Exocytosis inh	TRPM1 prom inh	aDG glyco act
- CC1CCN(c2ccc(/C=N/n3nnnc3N)cc2[N+](=O)[O-])CC1
    -17.1	0.3	-4.8	-1.8	7.5	-92.2	-48.1	-1.6	-3.4	-10.1	0.3
- CC1(C)CC(CCC(=O)Nc2ccccc2Cl)C(=O)O1 (configuration not stated)
    -7.0	-0.1	-6.5	-0.5	2.8	2.4	4.8	-1.8	-3.2	-0.9	-0.2
- Cc1ccc(C(=O)OCC(=O)N(C)C2CCS(=O)(=O)C2)cc1S(=O)(=O)N1CCOCC1 (configuration not stated)
    -12.1	2.0	-5.7	-0.1	24.9	0.1	0.6	-5.7	-0.3	0.5	0.1
- COC(=O)N/N=C/c1cc(Cl)cc(Cl)c1OCc1ccccc1F
    -4.2	5.5	-3.4	2.5	-9.4	29.9	11.0	1.5	-4.3	-4.2	-0.3
- COc1ccc(CCN=C(N)NS(=O)(=O)c2ccc3ccccc3c2)cc1
    -7.6	1.7	-4.1	3.5	-8.9	11.9	34.7	1.1	-2.7	-1.3	0.7
- CCN(CC)C(=O)N1CCN(Cc2ccc3c(c2)OCO3)CC1
    -20.7	-6.5	-19.5	1.6	-13.5	16.2	4.6	-6.2	-11.1	-11.5	-0.2
- O=C(c1cc(Sc2cccc(Cl)c2)nc2ccccc12)N1CCN(c2ccccn2)CC1
    7.0	2.8	-0.9	-0.5	-1.2	30.7	17.1	-5.3	1.2	10.8	0.2
- COc1ccc(-c2nn(CCC(=O)O)cc2CCC(=O)O)cc1
    10.2	-4.7	/	-1.8	-10.4	5.5	8.4	0.2	3.5	5.2	-0.2
- CCc1nc2ccc(C(=O)N3CCN(c4cccc(OC)c4)CC3)cc2nc1CC
    7.9	0.7	-15.4	-0.5	21.9	8.4	17.3	4.2	-2.8	4.8	-0.3
- C#CCOCCOCCOCCNc1nc(N2CCN(C(=O)[C@H](CCCN=C(N)N)n3cc(C(N)[C@@H](C)CC)nn3)CC2)nc(N2CCN(C(=O)[C@H](CO)n3cc([C@@H](N)C(C)C)nn3)CC2)n1 (some centres not stated)
    19.0	-6.1	-4.9	-2.3	/	-2.6	6.7	/	3.6	-7.9	-0.1
- CC(c1ccc(O)cc1)(c1ccc(O)cc1)c1ccc(CCBr)cc1
    7.1	13.8	-18.0	-0.1	1.5	26.1	28.2	-1.4	1.5	4.9	0.0
- Cc1ccc(CN2CCN(Cc3cn[nH]c3C3CCCCC3)CC2CCO)cc1 (configuration not stated)
    -1.6	13.4	1.5	-0.3	-1.2	1.4	1.8	2.9	2.4	-15.0	0.0
- C[C@]12CC[C@@H]3c4ccc(O)cc4CC[C@H]3[C@@H]1CC[C@@H]2O
    11.2	-6.8	-5.4	3.8	-2.0	24.8	-8.0	5.0	-5.5	3.4	0.2
- CCOc1ccc(S(=O)(=O)NCc2cccs2)cc1C(C)C
    7.6	10.1	-6.2	0.0	-6.2	16.8	18.8	/	-1.3	1.0	0.2
- O=C(NC(=S)Nc1ccc2[nH]c(=O)[nH]c2c1)c1cc(Br)ccc1Cl
    -26.9	4.9	-5.9	-0.4	12.6	8.7	14.1	2.9	4.9	-13.5	-0.3
- CCCn1c(SCC(=O)NC(=O)NC(C)(C)C)n[nH]c1=O
    -5.3	3.6	4.4	0.3	1.1	20.6	17.4	1.4	-5.0	2.8	-0.2
- COc1ccc(CNC(=O)c2ccccc2SCC(=O)NCc2ccco2)cc1
    -16.8	1.4	-3.2	-0.2	4.6	3.7	-3.1	-1.3	10.2	1.2	0.3
- Cc1ccc(N2C(=O)/C(=C\c3ccco3)SC2=S)cc1
    -38.6	-5.2	-4.1	-3.2	-5.9	-79.3	-101.0	1.0	-1.1	-22.7	-0.5
- CC(=O)Nc1ccc(S(=O)(=O)N2CCc3ccccc3C2)cc1
    17.0	5.9	-3.8	2.8	-4.5	14.2	22.6	2.0	4.9	-2.8	0.0
- O=C(N/C(=C/c1cccnc1)C(=O)N1CCCCCC1)c1ccccc1
    -10.2	2.6	-3.8	0.4	?	18.1	12.7	2.6	0.9	/	0.1
- CC12CCC(=O)N1C(C(=O)Nc1ccccc1F)CS2 (configuration not stated)
    2.4	1.6	-16.8	0.4	-3.1	-1.6	6.8	-0.4	-3.9	-1.9	-0.2
- CC(C)c1ccc(/C=C/C(=O)Nc2ccc(CN3CCOCC3)cc2)cc1
    -16.9	-0.7	-2.2	1.2	-3.5	6.4	10.2	-5.4	-3.6	/	0.1
- O=c1[nH]c2ccc(Br)cc2o1
    8.0	-5.4	-5.0	2.3	?	-3.2	-3.0	/	3.3	9.5	0.1
- CCn1cnc2c1c(=O)n(Cc1ccc(C(=O)OC)cc1)c(=O)n2Cc1ccccc1
    -15.6	-2.7	-1.9	-0.3	-10.2	8.7	9.8	-0.6	8.5	-5.9	0.1
- O=C(NCCc1ccccc1)C1CC(c2ccccc2O)=NO1 (configuration not stated)
    1.7	-5.5	-5.3	-2.5	1.2	13.1	-9.5	-2.8	-3.9	3.7	0.0
- O=C(C(c1ccccc1)C(O)c1ccccc1)N1CCOCC1 (configuration not stated)
    -3.2	-0.3	-6.6	-0.8	9.8	-6.8	5.3	/	-0.5	1.8	-0.4
- CCOC(=O)N1CC(C)N(CC(O)CN2CCOCC2)CC1C (configuration not stated)
    -2.9	2.8	-6.5	4.4	-20.4	-3.1	1.9	/	-1.2	-1.7	-0.2
- COc1ccc(CC(=O)N[C@@H]2c3cc(OC)c(OC)cc3C[C@H]2OCc2ccccc2)cc1
    -15.4	-10.5	-4.9	-0.2	-2.0	7.8	-13.2	/	-2.2	-0.2	-0.2
- CN(C)c1ccc(NC(=O)Nc2ccc3c(c2)nnn3C)cc1
    -88.1	2.0	-5.1	0.2	8.1	-169.6	-200.9	-12.4	-7.1	-75.3	0.1
- Cc1[nH]nc(NNC(=O)c2ccccc2)c1[N+](=O)[O-]
    -25.4	-1.6	-4.6	0.0	17.6	-6.5	6.3	3.1	-0.7	-19.2	0.1

# 2 compounds picked at random from those above:
# Values in the order – NR2E3 ag-1	PDI inh	CaV13 ICDI inh	hiPSC survival	Vif inh	Peg3 prom inh	HIF-2a block	NR2E3 ag-2	Exocytosis inh	TRPM1 prom inh	aDG glyco act
- CCOC(=O)N1CC(C)N(CC(O)CN2CCOCC2)CC1C (configuration not stated)
    -2.9	2.8	-6.5	4.4	-20.4	-3.1	1.9	/	-1.2	-1.7	-0.2
- CCCn1c(SCC(=O)NC(=O)NC(C)(C)C)n[nH]c1=O
    -5.3	3.6	4.4	0.3	1.1	20.6	17.4	1.4	-5.0	2.8	-0.2

# (list continues)
# Values in the order – NR2E3 ag-1	PDI inh	CaV13 ICDI inh	hiPSC survival	Vif inh	Peg3 prom inh	HIF-2a block	NR2E3 ag-2	Exocytosis inh	TRPM1 prom inh	aDG glyco act
- Cc1cccc(-c2cc3nc(C)cc(N4CC(C)CC(C)C4)n3n2)c1 (configuration not stated)
    -7.2	-15.7	0.2	-2.9	/	6.3	21.8	-2.8	15.7	-4.0	-0.1
- COc1ccc(N2C(=O)CN=C2Nc2nc(C)cc(C)n2)cc1OC
    -10.7	3.9	-8.1	2.0	9.3	3.5	13.9	-1.5	4.4	1.7	-0.3
- Cc1ccc(N(CC(=O)NC(C)(C)C)C(=O)CCC(=O)Nc2ccccn2)cc1
    22.8	8.7	-17.8	2.8	2.3	-2.9	1.9	/	-2.5	/	-0.1
- COc1ccc(-n2c(C)cc(C(=O)CSc3nnc(-c4cccs4)o3)c2C)cc1
    55.8	5.2	-5.0	-1.2	-3.4	-2.0	0.7	0.2	2.5	19.6	2.6
- O=C1CN(C(=O)c2ccccc2)C(c2ccccc2)c2cc(F)ccc2N1 (configuration not stated)
    -8.5	0.8	-4.3	-0.7	-7.7	14.1	20.6	-0.1	-10.6	1.7	0.0
- O=C(NCCN1CCCC1)C1COc2ccccc2O1 (configuration not stated)
    14.9	-2.0	-5.5	-1.3	5.4	-5.3	-0.2	1.5	-1.0	-15.8	-0.1
- Cc1ccc(CN(C)C(=O)CN2C(=O)NC3(CCCC3)C2=O)o1
    7.2	6.9	-2.1	0.0	1.1	3.3	-11.3	0.7	1.9	-1.8	0.3
- O=C(COC(=O)CCCN1C(=O)c2cccc3cccc(c23)C1=O)Nc1ccc(Cl)cc1
    -13.1	3.4	-3.0	0.6	0.5	-7.0	21.2	4.0	3.9	6.0	0.5
- COc1ccccc1-c1cn(S(=O)(=O)c2ccc(F)cc2)nc1N
    36.1	-5.3	-1.0	-2.2	-11.9	24.6	6.6	-1.7	1.6	17.9	2.1
- C=CCNc1sc(C(=O)C(C)(C)C)c(N)c1C#N
    6.4	3.9	-5.3	3.0	-1.1	8.8	12.8	5.0	3.6	-2.2	-0.1
- CCOCCCNS(=O)(=O)c1ccc2c(c1)CCN2C(=O)CC
    7.1	-4.8	/	-0.3	8.7	13.1	11.3	-2.9	-1.0	-5.6	0.1
- COc1cccc(C(=O)Nc2ccc(NC(=O)C3CCCCC3C(=O)O)cc2)c1 (configuration not stated)
    -50.6	-0.7	-5.9	-0.5	/	14.0	5.9	-0.8	0.1	0.6	0.7
- CC1CCN(Cc2c(C(=O)N/N=C/c3cccc(Cl)c3)nnn2-c2nonc2N)CC1
    -13.4	14.9	-4.8	0.2	-7.3	41.2	-0.6	-3.2	-18.0	-2.4	0.2
- COC(=O)c1ccc(CNC(=O)c2c3c(nc4ccccc24)CCN(Cc2ccccc2)C3)cc1
    -21.5	2.9	-21.6	-0.7	0.0	22.0	15.8	2.4	-6.1	7.8	-0.3
- CCSc1nnc(NC(=O)c2csc3c2CCC(C)C3)s1 (configuration not stated)
    -17.1	3.7	-3.3	0.1	6.1	-24.7	-15.0	4.8	-3.4	-17.6	0.0
- Cc1nn(C)cc1-c1csc(N)n1
    0.4	-1.0	-5.8	-0.6	-1.4	-3.2	9.7	-1.0	-2.6	3.7	-0.1
- COc1ccc(C2=NN(C(=O)CSC3=NN4CCCC(=O)N=C4S3)C(c3cccc(OC)c3OC)C2)cc1 (configuration not stated)
    0.0	/	-10.2	3.7	-5.2	4.5	11.2	2.1	-4.3	10.3	-0.2
- CCN1/C(=C/c2cc[n+](CCCS(=O)(=O)[O-])c3ccccc23)Sc2ccccc21
    -29.3	-6.2	-2.1	1.5	-3.4	16.1	8.1	-3.8	-8.7	3.8	-0.2
